Screens: PubChem, National Center for Advancing Translational Sciences (NCATS)
Nrf2 inh: Nrf2 pathway inhibition | actives 2.1% (n = 360,000) | A549 ARE-Fluc reporter, luciferase luminescence, 18-24 h | Potency, µM (doses to about 46 µM), for the others: top-dose activity change, negative = inhibition, hits mostly inhibitors | AID 504444; note: potency is the fitted concentration of half-maximal effect; % is set by controls: 0 for no effect and ±100 for the full control effect; nearly all actives have a fitted effect of over 60% in size
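Reporter: ARE-Fluc in A549. Exposure: 18-24 h, 37 °C, 5% CO2, 5% FBS OPTI-MEM. Readouts: fluorescent cytotoxicity (CellTiter-Fluor), then luminescent Nrf2 signal after BugLite.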
Nrf2 ARE act: Nrf2 pathway activation | Potency, µM (top dose mostly 46.1 µM), for the others: top-dose activation, usual class: activators | AREc32 ARE-luciferase reporter (MCF7-derived line), luminescence, 24 h | actives 0.31% (n = 410,000); note: potency is the fitted concentration of half-maximal effect; % of control where 0% means no effect; nearly all actives have a fitted effect of over 65% in size
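AREc32 cells carrying an ARE-driven firefly luciferase reporter were seeded at 1000 cells/well in OPTI-MEM with 5% FBS, then exposed to compound for 24 hr at 37 deg C. Luminescence was read with Steady-Glo after 30 min at RT.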
A549 tox: counter-screen for Nrf2 inhibitors: cytotoxicity in A549 cells; Potency, µM (top dose mostly 46 µM), for inactives: at the highest dose activity change, negative = cytotoxicity, most hits filed as inhibitors; actives 0.16% (n = 390,000); A549 ARE-Fluc cells, CellTiter-Fluor viability, 18-24 h; note: potency is the fitted concentration of half-maximal effect; % is set by controls: 0 for no effect and ±100 for the full control effect
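A549 ARE-Fluc cells in 5% FBS OPTI-MEM, 5000 cells/well, rested 2 h then exposed to compounds in concentration-response for 18-24 h at 37 °C. Viability by CellTiter-Fluor fluorescence (Ex 405/Em 525) after 30 min; luciferase luminescence (BugLite, 15 min, RT) read afterwards.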
HepG2 viability: counter-screen for TGF-b inhibitors: cytotoxicity in HepG2 cells. HepG2 CAGA-GFP viability, ATP luminescence, 18 h. Potency, µM (series often up to 46.1 µM), for the others: at the highest dose activity change, negative = cytotoxicity, actives largely listed as cytotoxic. actives 0.76% (n = 410,000). AID 588856; note: potency is the fitted concentration of half-maximal effect; some results filed as inactive show a strong effect at the top dose
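HepG2 CAGA-GFP cells (1000/well, DMEM with 1% FBS) received compound, then TGF-beta at 500 pg/mL final, and were incubated 18 hours at 37 degrees C. Viability was read by CellTiter-Glo luminescence. Media-only wells were set as complete cell-killing and DMSO as no toxicity.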
TGFb inhibitor: inhibitors of TGF-b signaling | HepG2 CAGA-GFP TGF-b/SMAD3 reporter, GFP fluorescence, 18 h; TGF-beta stimulated, 500 pg/mL final | Potency, µM (titrated, usually from 46.1 µM), without a hit: top-dose activity, negative = inhibition, actives largely listed as inhibitors | actives 1.2% (n = 410,000) | AID 588855; note: potency is the fitted concentration of half-maximal effect; % is set by controls: 0 for no effect and ±100 for the full control effect; nearly all actives have a fitted effect of over 65% in size
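HEPG2 CAGA-GFP cells (1000/well, DMEM with 1% FBS) were pre-incubated 2 h at 37 degrees C, given compound by pin tool, then stimulated with TGF-beta at 500 pg/mL final for 18 h before per-cell GFP fluorescence imaging.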
ATXN viability: cell viability loss in ATXN counter-screen; actives 0.49% (n = 400,000); S2 cells (HEK-293 line with an ATXN2-luciferase reporter) viability, CellTiter-Fluor protease fluorescence, 24 h; Potency, µM (titrated, usually from 56.7 µM), usual class: cytotoxic; note: potency is the fitted concentration of half-maximal effect; nearly all actives have a fitted effect of over 40% in size
ATXN2 expr inh: reduces ATXN2 reporter expression in HEK-293 cells; HEK-293 ATXN2-luciferase reporter, luminescence, 24 h; Potency, µM (top dose mostly 57 µM), for inactives: top-dose activity change, negative = inhibition, most hits filed as inhibitors; actives 0.72% (n = 360,000); AID 1745845; note: potency is the fitted concentration of half-maximal effect; % is set by controls: 0 for no effect and ±100 for the full control effect; nearly all actives have a fitted effect of over 55% in size
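qHTS (up to 57 uM final) was run with 24 h compound exposure of reporter cells at 37 °C. Each well was multiplexed: SteadyGlo luminescence measured ATXN2-luciferase expression after a fluorogenic Gly-Phe-AFC viability readout (25 uM final).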
EPAC2 ag: agonists of human EPAC2 (RAPGEF4); Q8WZA2; EPAC2 activation, biochemical qHTS; response scale: 100% = 6.5 mM cAMP response; Potency, µM (doses to about 154 µM), inactives show at the top dose activation, hits mostly activators; actives 0.079% (n = 360,000); AID 720711; note: potency is the fitted concentration of half-maximal effect; nearly all actives have a fitted effect of over 50% in size
Target sequence (Q8WZA2 whole entry, looked up): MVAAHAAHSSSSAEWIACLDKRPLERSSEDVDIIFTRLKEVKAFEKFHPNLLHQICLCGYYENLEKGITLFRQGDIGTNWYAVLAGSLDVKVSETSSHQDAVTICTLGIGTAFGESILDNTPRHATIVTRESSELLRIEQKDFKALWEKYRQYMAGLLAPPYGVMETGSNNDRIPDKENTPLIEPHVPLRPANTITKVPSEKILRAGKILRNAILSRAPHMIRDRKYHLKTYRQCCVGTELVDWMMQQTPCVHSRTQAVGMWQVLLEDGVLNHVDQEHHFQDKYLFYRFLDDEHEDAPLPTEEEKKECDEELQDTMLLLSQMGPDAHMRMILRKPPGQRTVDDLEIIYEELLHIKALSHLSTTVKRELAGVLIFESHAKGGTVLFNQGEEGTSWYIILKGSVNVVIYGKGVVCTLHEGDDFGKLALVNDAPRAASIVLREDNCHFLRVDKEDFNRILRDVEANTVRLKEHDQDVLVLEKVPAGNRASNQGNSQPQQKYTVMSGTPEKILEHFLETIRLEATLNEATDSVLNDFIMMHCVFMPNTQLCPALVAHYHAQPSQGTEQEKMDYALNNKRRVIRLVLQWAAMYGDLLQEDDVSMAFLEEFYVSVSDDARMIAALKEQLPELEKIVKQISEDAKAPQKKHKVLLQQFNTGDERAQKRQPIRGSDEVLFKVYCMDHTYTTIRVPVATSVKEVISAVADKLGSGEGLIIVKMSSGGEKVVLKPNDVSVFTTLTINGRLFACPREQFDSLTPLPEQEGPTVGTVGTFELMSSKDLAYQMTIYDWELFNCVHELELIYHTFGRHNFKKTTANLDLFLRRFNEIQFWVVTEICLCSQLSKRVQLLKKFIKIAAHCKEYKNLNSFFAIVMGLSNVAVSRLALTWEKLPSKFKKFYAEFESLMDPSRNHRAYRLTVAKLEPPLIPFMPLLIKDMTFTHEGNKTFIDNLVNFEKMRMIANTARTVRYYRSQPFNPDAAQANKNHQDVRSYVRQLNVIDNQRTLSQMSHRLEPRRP
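qHTS, titration series. 100 nM EPAC2 / 250 nM Rap1B-BODIPY-GDP / 50 uM GDP; RT; ex 480/em 540 nm, 5-min reads to 30 min. Norm. to 6.5 mM cAMP = activation.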
IL2 activator: activates IL-2 in a cell-based reporter assay; activation, % (series mostly up to about 46 µM); AID 652025; IL-2 activation reporter assay, cell-based qHTS; stimulated with anti-CD3/CD4/CD28 beads; in transgenic mouse T cells; actives 0.065% (n = 360,000); in the data active = activation above about 50%; inconclusive = mostly about 30% to 49%; note: 0% is about no effect
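Unstimulated transgenic mouse T cells preincubated 60 min with compound, then stimulated with anti-CD3/anti-CD4-coated beads plus anti-CD28 for 18 h at 37 degrees C. IL-2 response read as EGFP and DsRed fluorescence by plate cytometry.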
Numbers without * were called inactive; i = inactive; ? = inconclusive; · = not tested or not shown; [ ] = another dose, or the depositor's remark. Unless noted, calls come from the whole dose curve; as a rule, active = well fitted curve in the direction sought with a large enough effect; inconclusive = small, poorly fitted or top-dose-only effect, or another doubt; inactive = no such curve, though single readings can be large; an effect the other way counts as inactive or inconclusive.

entry	SMILES	Nrf2 inh	Nrf2 ARE act	A549 tox	HepG2 viability	TGFb inhibitor
1	CCCCC(=O)Nc1cc(C)c(O)c(-c2nc3ncccc3o2)c1	?	1.6%	11%	7%	-5%
2	Cn1c(=O)n(Cc2ccccc2Br)c2ccccc21	?	-0.8%	5%	-16%	-5%
3	CCOCCc1nn2c(=O)cc(COC(=O)Cc3ccccc3)nc2s1	?	0.6%	9%	-22%	6%
4	O=C(COC(=O)CCCC1=NS(=O)(=O)c2ccccc2N1)Nc1ccccc1	11%	-0.4%	-3%	6%	6%
5	CC(C)c1ccc(NC(=O)COC(=O)c2cc(=O)[nH]c3ccccc23)cc1	12%	-0.2%	3%	-21%	-14%
6	Cc1ccc(C(=O)NC(=S)NCc2cccnc2)c(C)c1	6%	0.2%	-3%	-22%	-17%
7	CCc1cccc(C)c1NC(=O)CCS(=O)(=O)c1cc(Br)cc2c1N(C(=O)C1CC1)CC2	12%	1.4%	-1%	-16%	?
8	Cc1ccc(C(=O)NCC(=O)OC(C)C(=O)Nc2ccc(N3CCOCC3)cc2)s1 (stereo not drawn)	5%	3.3%	6%	-3%	?
9	COc1ccc(Br)cc1C(=O)Nc1ccc(Cc2ccncc2)cc1	-23%	8.7%	0%	-40%	-7%
10	CCOC(=O)c1c(NC(=O)C2c3ccccc3Oc3ccccc32)sc(C)c1C	29%	0.2%	-5%	-3%	-12%
11	O=C(NCc1cccs1)c1csc2c1CCCCC2	2%	-0.1%	9%	-1%	1%
12	Oc1ccc(CCC2CCCCN2Cc2nc(C3CC3)no2)cc1 (stereo not drawn)	?	-0.4%	-3%	-3%	-6%
13	CC1CCC(NC(=O)COc2ccccc2C(N)=O)CC1 (stereo not drawn)	8%	-0.3%	11%	-3%	-2%
14	COCc1nnc(NS(=O)(=O)c2ccc(F)cc2)s1	-13%	-1.1%	1%	12%	31%
15	COc1ccc(N/N=C(\C#N)C(=O)NCCc2ccc(OC)c(OC)c2)cc1	-19%	1.7%	-8%	10%	3%

entry	ATXN viability	ATXN2 expr inh	EPAC2 ag	IL2 activator
1	·	·	·	·
2	i	-37%	4%	-0.1
3	i	12%	·	·
4	i	3%	-2%	-1.3
5	i	17%	-11%	0.4
6	i	-5%	6%	-0.3
7	i	4%	·	·
8	i	·	5%	0.5
9	i	-25%	10%	-1.6
10	i	5%	·	·
11	i	5%	0%	-1.9
12	?	-13%	6%	-1.0
13	i	-2%	8%	0.6
14	i	·	3%	0.0
15	i	12%	5%	1.8

Part of the list above, in transposed form:
13	CC1CCC(NC(=O)COc2ccccc2C(N)=O)CC1 (stereo not drawn)
14	COCc1nnc(NS(=O)(=O)c2ccc(F)cc2)s1
15	COc1ccc(N/N=C(\C#N)C(=O)NCCc2ccc(OC)c(OC)c2)cc1

| Screen / compound no. | 13 | 14 | 15 |
| --- | --- | --- | --- |
| Nrf2 inh | 8% | -13% | -19% |
| Nrf2 ARE act | -0.3% | -1.1% | 1.7% |
| A549 tox | 11% | 1% | -8% |
| HepG2 viability | -3% | 12% | 10% |
| TGFb inhibitor | -2% | 31% | 3% |
| ATXN viability | i | i | i |
| ATXN2 expr inh | -2% | · | 12% |
| EPAC2 ag | 8% | 3% | 5% |
| IL2 activator | 0.6 | 0.0 | 1.8 |

(continued)
entry	SMILES	Nrf2 inh	Nrf2 ARE act	A549 tox	HepG2 viability	TGFb inhibitor
16	COc1ccc(-c2nn(-c3ccccc3)cc2C(=O)N2CCN(S(=O)(=O)c3ccccc3[N+](=O)[O-])CC2)cc1	-18%	-0.1%	-4%	-30%	?
17	CC1CCN(C(=O)c2ccc(NC(=O)c3cccs3)cc2)CC1	3%	-0.3%	-10%	12%	4%
18	O=C(c1ccc(CN2CCOCC2)cc1)N1CCC(Cc2ccccc2)CC1	-14%	0.4%	-1%	-31%	-9%
19	OC(CN(Cc1ccccc1)Cc1ccccc1)c1ccccc1 (stereo not drawn)	-7%	0.4%	-6%	-14%	-5%
20	O=C(CNC(=O)Cc1ccccc1)NCc1cccs1	7%	0.3%	-2%	4%	-3%
21	O=C1CNC(=O)N1Cc1ccc(Br)cc1	12%	0.3%	1%	9%	16%
22	COc1ccc(Br)cc1CNC(C)c1ccccc1 (stereo not drawn)	5%	4.7%	11%	-51%	-11%
23	CCc1ccc2c(COC(=O)CNS(=O)(=O)c3ccc(NC(C)=O)cc3)cc(=O)oc2c1	12%	2.5%	0%	-1%	-8%
24	CCCn1c(SCC(=O)Nc2nnc(C)s2)nnc1-c1ccoc1C	-27%	0.2%	-9%	-2%	-2%
25	Cc1ccc(NC(=O)C(NS(=O)(=O)c2cccc3nsnc23)C(C)C)nc1 (stereo not drawn)	21%	-0.2%	4%	1%	-3%
26	CC[C@H](C)Cc1cn([C@@H](CCCN=C(NC(=O)OC(C)(C)C)NC(=O)OC(C)(C)C)C(=O)NCCCCCCCCCCC(=O)N2CCN(C(=O)OC(C)(C)C)CC2)nn1	?	-3.8%	?	-35%	?
27	COc1cc2c(cc1OC)C(c1cc(OC)c(O)c(OC)c1)CC(=O)N2 (stereo not drawn)	9%	-0.5%	0%	-4%	?
28	COCCN=C1NN=C(c2ccc(NC(C)=O)cc2)CS1	11%	-0.4%	-1%	-2%	4%
29	Cc1cc2c(cc1C)NC(=O)C(C)CN2 (stereo not drawn)	·	0.7%	·	-17%	-7%
30	CC(=O)NCCNc1nc2cc(-c3ccc4c(ccn4C)c3)sc2c(=O)n1C	·	10.0%	·	0%	34%[activator]

entry	ATXN viability	ATXN2 expr inh	EPAC2 ag	IL2 activator
16	i	·	13%	-0.3
17	?	10%	3%	-0.3
18	i	-4%	5%	0.2
19	i	-11%	14%	-1.1
20	i	7%	9%	-2.2
21	i	-11%	5%	-2.7
22	i	-15%	-9%	-2.0
23	i	8%	-4%	0.3
24	i	2%	-14%	0.8
25	i	-2%	-1%	-3.8
26	18µM*	?	-5%	-4.0
27	i	12%	·	·
28	i	-17%	3%	-0.3
29	i	·	11%	0.2
30	?	4%	1%	-0.4

(continued)
entry	SMILES	Nrf2 inh	Nrf2 ARE act	A549 tox	HepG2 viability	TGFb inhibitor
31	O=C(NC(=S)Nc1ccc2c(c1)OCO2)c1ccc(Cl)cc1	?	2.9%	-8%	5%	-1%
32	COc1ccc(C(=O)N/C(=C/c2ccccc2F)C(=O)NCCN2CCOCC2)cc1OC	4%	17%	13%	13%	18%
33	COc1ccc2nc(SCC(=O)c3c(N)n(C4CC4)c(=O)[nH]c3=O)[nH]c2c1	7%	-0.9%	-1%	-5%	-1%
34	S=C(c1ccco1)N1CCOCC1	5%	2.6%	0%	7%	-12%
35	CCCC(=O)NCCc1nc2ccccc2n1CCC	5%	0.0%	0%	0%	10%
36	CC(C)NC(=O)NC(=O)COc1cccc2c1OC(C)(C)C2	-7%	0.1%	1%	4%	-5%
37	S=c1nc(C2CC2)[nH]c2ccccc12	8%	0.0%	-1%	3%	-5%
38	CCOc1ccc(C(=O)Cc2cc3cccc(OC)c3oc2=O)cc1	-7%	0.2%	-14%	4%	8%
39	COc1cc(OC)cc(C(=O)N[C@H](C(=O)Nc2ccc3c(c2)OCO3)C(C)C)c1	-22%	0.2%	5%	-8%	6%
40	Cc1ccc(S(=O)(=O)N2CCC(C(=O)Nc3nnc(-c4ccc(F)cc4)s3)CC2)cc1	-8%	-0.9%	5%	30%	22%
41	COC(=O)C1=C(C)NC(=O)/C1=C\c1cc(C)n(-c2ccc(F)cc2)c1C	-8%	5.9%	-23%	12%	1%
42	Cc1nn(-c2ccccc2)c(N2CCCCC2)c1/C=N/O	-8%	0.3%	-1%	-13%	?
43	Cc1ccc(NC(=O)CSCC(=O)N2CCN(C(=O)c3ccco3)CC2)cc1	3%	-0.4%	-3%	0%	2%
44	Cc1cc(C)c2c(=O)cc(C(=O)Nc3nc4ccc(F)cc4s3)oc2c1	8%	-0.7%	1%	-7%	-31%
45	O=C(Nc1cccc(C(=O)OCc2cc(=O)n3c4c(sc3n2)CCCC4)c1)c1ccccc1	·	-0.1%	-8%	9%	15%

entry	ATXN viability	ATXN2 expr inh	EPAC2 ag	IL2 activator
31	i	25%	-3%	-0.5
32	i	-9%	0%	-2.3
33	i	·	12%	0.3
34	i	12%	-1%	-3.7
35	i	6%	7%	-2.7
36	i	-7%	6%	-3.8
37	i	0%	4%	-0.2
38	i	-3%	6%	0.0
39	i	-14%	1%	0.3
40	i	-9%	6%	-4.3
41	i	0%[11.3 µM]	-29%	5.4
42	i	-10%	-1%	-3.1
43	i	12%	4%	10
44	?	3%	·	·
45	·	·	·	·

Further structures.
entry	SMILES	Nrf2 inh	Nrf2 ARE act	A549 tox	HepG2 viability	TGFb inhibitor
46	Cc1nc(Cc2nnc(SC(C)C(=O)Nc3cccc(C#N)c3)o2)cs1 (stereo not drawn)	3%	0.2%	-3%	3%	-1%
47	Cc1cc(NC(=O)CCCC(=O)O)nc(C)n1	2%	-0.8%	-3%	-1%	0%
48	CN1CCN(c2oc(-c3ccccc3)nc2S(=O)(=O)c2ccccc2)CC1	-6%	-0.6%	-1%	-1%	6%
49	O=C(COC(=O)c1ccc[n+]([O-])c1)Nc1ccc([N+](=O)[O-])cc1C(F)(F)F	20%	-0.4%	-4%	-18%	?
50	CN(Cc1ccccc1)C(=O)c1ccco1	3%	-0.4%	2%	1%	-1%

entry	ATXN viability	ATXN2 expr inh	EPAC2 ag	IL2 activator
46	i	-5%	3%	0.2
47	i	5%	7%	0.7
48	i	7%	6%	-0.8
49	i	-13%	11%	0.6
50	i	-3%	2%	-1.4
